From PubChem
OXTR potentiate: potentiates the human oxytocin receptor response; 0.061% of 320,000 active; activation, % at 3 µM; AID 2445; P30559; CHO-OTR cells, Fluo-8 calcium fluorescence, potentiator mode; 0% = oxytocin EC15, 100% = EC100;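 active = activation above that plate's cutoff, the mean activation of tested compounds plus 3 SD, cut at about 6.6% in these data, passing the limit was not always enough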;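 note: 100% uses oxytocin at 75 nM as the full agonist control; some results filed as inactive read as strong as hits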
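Measured by – Fluo-8 calcium dye fluorescence · Test system – human OTR in CHO cells · Dosing – one concentration, 3.0 µM compound · Controls – EC15 oxytocin alone as 0%, 75 nM oxytocin as 100% · Evaluation – normalized max/min fluorescence ratio, % activation · Timing – 6 min pre-incubation, 100 s read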
V1R ag counter: V1a receptor agonism, counter-screen for OXTR agonists. P37288. CHO-V1R cells, Fluo-8 calcium fluorescence, agonist mode; 0% DMSO, 100% 3 nM vasopressin. activation, % at 3 µM. 0.25% of 320,000 active. AID 2797;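 active = activation above the mean activation of all tested compounds plus 3 SD, per screening run, cut at about 20% in these data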;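 note: signal is peak over basal fluorescence ratio across a 100 second FLIPR read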
Target sequence (P37288 whole entry, looked up): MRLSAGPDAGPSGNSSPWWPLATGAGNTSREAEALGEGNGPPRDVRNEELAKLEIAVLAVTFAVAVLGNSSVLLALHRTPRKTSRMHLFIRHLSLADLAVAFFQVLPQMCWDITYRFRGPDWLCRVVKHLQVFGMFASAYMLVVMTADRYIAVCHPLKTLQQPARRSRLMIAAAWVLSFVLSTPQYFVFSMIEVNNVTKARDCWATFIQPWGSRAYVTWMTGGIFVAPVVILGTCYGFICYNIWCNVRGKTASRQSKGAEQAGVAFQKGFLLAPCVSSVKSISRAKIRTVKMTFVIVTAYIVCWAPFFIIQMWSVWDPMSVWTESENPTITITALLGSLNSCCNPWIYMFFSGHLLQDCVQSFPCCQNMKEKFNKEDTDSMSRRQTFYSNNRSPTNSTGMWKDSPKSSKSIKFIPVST
OXTR ag: human OXTR agonism; P30559; CHO-OTR cells, Fluo-8 calcium fluorescence; normalized: DMSO 0%, oxytocin 100%; activation, % at 3 µM; 0.32% of 320,000 active; AID 2435;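 active = activation above the mean of all tested compounds plus 3 SD, cutoff set per screening run, cut at about 20% in these data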;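 note: peak over basal fluorescence ratio from a 100 s FLIPR kinetic read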
TAAR1 agonist: human TAAR1 agonism; activation, % at 3 µM; Q96RJ0; 0.99% of 360,000 active; AID 624467; CHO RD-HGA16 TAAR1, Fluo-8 calcium fluorescence; vehicle wells 0%, saturating PEA agonist 100%;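 active = activation above the mean activation of all test compounds in the run plus 3 SD, cut at about 38% in these data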
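Assay system – CHO-derived RD-HGA16 cells with stable Gα16 and human TAAR1 · Compound dosing – one-point dosing at 3 µM (nominal) · Incubation – 17-24 h seeding, 75 min 37 °C dye, 30 min RT · Measured by – kinetic Fluo-8 calcium fluorescence · Control set – DMSO vehicle as 0%, PEA at EC100 as 100% · Repeats – single well for each compound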
TAAR1 antag: human TAAR1 antagonism | Q96RJ0 | CHO RD-HGA16 TAAR1, Fluo-8 calcium fluorescence, antagonist | inhibition, % at 3 µM | 1.5% of 360,000 active | AID 624466;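 active = inhibition above a per-plate cutoff, the mean inhibition of test compounds on that plate plus 3 SD, cut at about 49% in these data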;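 note: 0% = DMSO plus EC80 beta-PEA response and 100% = DMSO alone without agonist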
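Assay system: CHO-derived RD-HGA16 cells stably expressing human TAAR1 plus Gα16. Timing: 140 s kinetic read after compound, 140 s after agonist. Technique: kinetic Fluo-8 calcium fluorescence measurement. Measure: % inhibition of agonist calcium response.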
CHO parental Ca: counter-screen for OX1R antagonists: effect in parental CHO cells; parental CHO-K1, ATP-induced calcium, Fluo-8 fluorescence; inhibition, % at 5.6 µM; 0.63% of 330,000 active;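 active = inhibition above that plate's mean sample inhibition plus 3 SD, cut at about 26% in these data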;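 note: 0% = ATP-challenged DMSO wells and 100% = DMSO wells without ATP; some compounds past the cut are filed as inactive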
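Assay system: untransfected parental CHO cell line. Also added: ATP agonist challenge. Dosing: one dose, 5.6 µM nominal. Measured by: Fluo-8 fluorescence. Read-out: % inhibition. Benchmarks: ATP wells versus no-ATP DMSO wells. Repeats: no replicates.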
CHRM1 agonist: agonists of human M1 muscarinic receptor; P11229; CHO-K1 hM1, Fluo-8 calcium fluorescence, agonist mode; 0% DMSO, 100% acetylcholine EC100; activation, % at 3 µM; 0.33% of 360,000 active; AID 588814;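 active = activation above the run's mean compound activation plus 3 SD, cut at about 16% in these data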;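 note: peak over basal fluorescence ratio within a 140 s kinetic read after compound addition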
Target sequence (P11229 whole entry, looked up): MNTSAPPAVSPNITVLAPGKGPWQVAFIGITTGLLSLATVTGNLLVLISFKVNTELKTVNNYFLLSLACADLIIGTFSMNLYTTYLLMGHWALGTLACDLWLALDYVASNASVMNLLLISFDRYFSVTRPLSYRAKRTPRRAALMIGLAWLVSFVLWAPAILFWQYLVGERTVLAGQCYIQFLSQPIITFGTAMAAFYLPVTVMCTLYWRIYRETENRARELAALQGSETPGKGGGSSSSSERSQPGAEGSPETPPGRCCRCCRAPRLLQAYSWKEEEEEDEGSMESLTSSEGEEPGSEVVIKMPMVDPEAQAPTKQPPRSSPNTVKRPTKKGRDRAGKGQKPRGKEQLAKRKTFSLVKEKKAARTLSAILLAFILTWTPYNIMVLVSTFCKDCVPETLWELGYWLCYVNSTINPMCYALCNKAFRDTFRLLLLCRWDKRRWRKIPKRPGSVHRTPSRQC
CHRM1 antagonist: blocks human M1 muscarinic receptor. P11229. CHO-K1 hM1, Fluo-8 calcium fluorescence, ACh EC80 antagonist. inhibition, % at 3 µM. 1.3% of 360,000 active. AID 588852;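 active = percent inhibition above its own plate's cutoff, namely the mean of that plate's compound wells plus 3 SD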;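 note: peak over basal fluorescence ratio during 140 s after agonist addition; 0% = ACh EC80 plus DMSO and 100% = DMSO alone without agonist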
M1 PAM: potentiates human M1 receptor response to acetylcholine; P11229; CHO-K1 hM1, Fluo-8 calcium fluorescence, ACh EC20; 0% = ACh EC20, 100% = maximal ACh; activation, % at 3 µM; 0.088% of 360,000 active; AID 588819; in the data active = activation above about 19%, passing the limit was not always enough
Active calls of the source: *; x = no result given. Compounds as they come. About 3.7% of those tested had a hit in this group.

A first look:
SMILES	OXTR potentiate	V1R ag counter	OXTR ag	TAAR1 agonist	TAAR1 antag	CHO parental Ca	CHRM1 agonist	CHRM1 antagonist	M1 PAM
COc1ccc(N2CCN(C(=O)NC34CC5CC(CC(C5)C3)C4)CC2)cc1	-12.9	4.0	1.6	14.9	1.4	-3.2	-1.8	-2.6	4.4
O=S(c1ccccc1O)S(=O)c1ccccc1O (stereo not given)	x	x	x	13.5	-2.7	x	3.0	-11.1	7.6
COc1ncccc1C(=O)NC1CCCc2c1cnn2-c1cc(C)cc(C)c1 (stereo not given)	1.4	-1.3	-2.6	-2.5	-23.8	-38.2	-10.5	-13.1	1.9
CCn1c(CNc2cccc(Cl)c2)nnc1SCc1ccccc1	-12.0	2.9	5.4	15.1	16.4	-24.8	4.6	-1.7	6.4
CCOC(=O)Cn1nc(C(F)F)c(Br)c1C	0.6	0.1	-0.1	13.4	1.5	-16.1	-3.8	-6.4	9.6
CCCCC(O)(C(NC=O)C(=O)OC)C(F)(F)F (stereo not given)	-4.9	-0.4	0.6	3.4	-4.1	2.4	-4.2	-1.8	0.2

The listing, from the first entry:
SMILES	OXTR potentiate	V1R ag counter	OXTR ag	TAAR1 agonist	TAAR1 antag	CHO parental Ca	CHRM1 agonist	CHRM1 antagonist	M1 PAM
COc1ccc(N2CCN(C(=O)NC34CC5CC(CC(C5)C3)C4)CC2)cc1	-12.9	4.0	1.6	14.9	1.4	-3.2	-1.8	-2.6	4.4
O=S(c1ccccc1O)S(=O)c1ccccc1O (stereo not given)	x	x	x	13.5	-2.7	x	3.0	-11.1	7.6
COc1ncccc1C(=O)NC1CCCc2c1cnn2-c1cc(C)cc(C)c1 (stereo not given)	1.4	-1.3	-2.6	-2.5	-23.8	-38.2	-10.5	-13.1	1.9
CCn1c(CNc2cccc(Cl)c2)nnc1SCc1ccccc1	-12.0	2.9	5.4	15.1	16.4	-24.8	4.6	-1.7	6.4
CCOC(=O)Cn1nc(C(F)F)c(Br)c1C	0.6	0.1	-0.1	13.4	1.5	-16.1	-3.8	-6.4	9.6
CCCCC(O)(C(NC=O)C(=O)OC)C(F)(F)F (stereo not given)	-4.9	-0.4	0.6	3.4	-4.1	2.4	-4.2	-1.8	0.2
COc1ccc([C@H]2CC(=O)C=C(c3cc(Cl)ccc3C)C2)cc1	-3.4	1.6	2.6	2.7	24.5	-17.7	-3.3	-1.4	6.4
CC(C)Cc1nnc(NC(=O)Cc2cccs2)s1	-6.8	0.0	-0.5	2.9	10.1	6.0	-8.3	-4.1	10.8
O=C(COC(=O)c1cc(S(=O)(=O)N2CCOCC2)ccc1F)NCc1ccco1	-0.4	-0.2	-0.5	1.4	8.8	-10.0	-2.2	-1.5	8.1
CCN(C(=O)CSc1nc(C2CC2)n(-c2ccccc2)n1)C1CCS(=O)(=O)C1 (stereo not given)	x	x	x	1.4	-9.4	x	-3.3	-1.2	3.7
CN(C)/C=C/c1oc2ccc(O)cc2c1[N+](=O)[O-]	0.1	0.3	0.5	2.2	2.7	-7.6	-11.9	-2.9	2.2
CN(CCC1CCCCO1)Cc1cn(C)nc1-c1ccc2c(c1)OCCO2 (stereo not given)	1.4	-0.8	-0.4	3.0	-4.4	-11.1	-9.5	-5.5	-6.9
COc1cccc(N2CCN(C(=O)c3cccc(S(=O)(=O)N4CCCC4)c3)CC2)c1	x	x	x	2.1	-11.2	x	-1.8	-19.8	14.9
Cc1ccc(C(=O)OC(C(=O)O)C(OC(=O)c2ccc(C)cc2)C(=O)O)cc1 (stereo not given)	-6.8	0.2	2.0	6.7	3.3	-6.5	-2.9	2.3	1.6
COc1ccc(CCN2CCCn3c2nc2c3c(=O)n(CC(N)=O)c(=O)n2C)cc1OC	x	x	x	0.3	-15.6	x	-5.5	-9.0	2.3
COc1cc(/C=N/NC(=O)c2cccnc2)ccc1OS(=O)(=O)c1ccc(C)cc1	-10.5	0.9	1.0	11.8	30.4	-12.8	-4.6	-3.7	1.4
CCc1ccccc1OCc1nc2ccc(S(=O)(=O)N3CCOCC3)cc2[nH]1	-8.3	1.9	1.4	9.6	9.6	-14.5	-2.7	-3.9	3.8
COc1ccc(OC)c(S(=O)(=O)Nc2cc(C)on2)c1	-0.7	0.9	0.3	1.3	-0.1	-1.1	-0.1	-11.2	5.7
COc1ccc(NC(=O)c2sc3nc(-c4cccnc4)ccc3c2N)cc1OC	-6.5	-0.3	-1.8	11.8	46.0	10.0	1.5	-15.0	14.4
Cc1ccc(S(=O)(=O)NCC(=O)NCC(=O)OCc2c(F)cccc2Cl)cc1	-20.6	-0.5	-1.7	4.2	-9.2	-2.7	-5.2	-3.3	3.8
Cc1cccc(C(C#N)c2ccc(Cl)nn2)c1 (stereo not given)	0.0	0.5	-0.3	1.2	0.8	9.4	-9.8	-3.6	6.9
COc1ccc2c(c1)c1nc3ccccc3nc1n2CC(=O)OC(C)C	4.2	-1.4	-0.2	13.4	-6.7	-2.7	-5.3	-1.9	2.7
COC(=O)Cn1c(C(F)(F)F)nc2ccccc21	-6.3	0.8	2.4	4.8	3.9	-2.7	-0.1	-21.9	4.2
CC1(C(=O)NS(=O)(=O)c2ccc(Br)cc2)CCN1C(=O)Cc1ccsc1 (stereo not given)	x	x	x	0.6	-2.3	x	-2.5	-3.1	-0.6
CCOC(=O)C1CCN(Cc2ccc(OCc3ccccc3)cc2)CC1	-5.5	1.0	1.4	6.2	-6.5	-8.0	-7.8	49.3*	-29.2
CCOC(=O)COc1ccc(C(=O)NC2CCCCC2)cc1	-0.9	-0.5	0.7	x	x	5.5	-3.2	-1.0	2.6
CCn1nnnc1SCC(=O)c1cccc(OC)c1	-13.5	-0.1	-0.6	16.7	-15.7	-13.8	-5.3	-7.5	5.7
Cc1noc(C)c1COc1ccc(C(=O)N2CCC(C)CC2)cc1	-1.5	0.8	0.6	1.9	13.3	-9.9	-1.6	5.0	2.4
O=C(c1ccco1)N(CC1CCCO1)c1nc(-c2ccccc2)cs1 (stereo not given)	-9.4	-1.0	-2.3	11.0	10.8	1.9	-2.1	-12.5	12.6
O=c1c2ccccc2ncn1CCCSc1ccc(Cl)cc1	1.5	0.1	-2.1	5.3	9.7	-29.4	-4.4	-21.2	0.8
O=C(CNS(=O)(=O)c1ccc(C(=O)N2CCCCC2)cc1)N1CCCCC1	-0.8	3.9	1.8	1.9	7.2	-7.2	1.1	-7.1	4.5
O=[N+]([O-])c1ccc(O)c(-c2cc(C(F)(F)F)nc(-c3ccccc3)n2)c1	-22.6	15.8	25.9*	11.2	13.8	73.7*	5.8	26.1	-8.1
COC(=O)c1sc(N)c(C(=O)OC)c1CSc1nnc(-c2ccccc2Cl)n1C	-0.9	3.1	2.1	4.4	6.5	-14.5	-3.7	-2.5	-0.4
CCOC(=O)N1CCN(C(=S)NC(=O)c2ccc(Br)cc2)CC1	-0.2	-1.2	-1.8	0.2	-3.6	-14.2	-1.1	12.9	-5.0
CCCC(C(=O)NC1=NCCS1)c1ccccc1 (stereo not given)	6.2	6.8	2.4	9.0	9.4	-19.3	-6.0	-16.2	-2.9
Cn1nc(-c2ccc(C(=O)NCCO)cc2)c2ccccc2c1=O	-10.7	-0.2	-1.3	4.7	-27.4	-4.0	-3.9	-21.6	9.3
CCOC(=O)C1=C[C@@H](C(C)(C)C)N(S(=O)(=O)c2ccc(C)cc2)[C@H]1c1cccc(Cl)c1	x	x	x	-0.5	-0.7	x	-2.1	12.0	-8.2
Cc1cccc(NC(=O)[C@@H]2CCCN2C2=NS(=O)(=O)c3ccccc32)c1C	-6.4	-0.1	0.2	4.0	12.2	-17.8	-3.1	-10.9	6.7
O=C(NCCO)c1ccc(CSc2nc3ccccc3[nH]2)cc1	1.0	0.0	0.6	7.1	-8.8	-0.6	-12.5	8.5	-7.5
CCc1ccc(NC(=S)Nn2cnnc2)cc1	-20.1	0.1	-0.5	-0.4	-4.9	-2.9	-5.5	-13.1	11.3
CC(=O)c1sc(NC(=O)c2oc3ccc(F)cc3c2C)nc1C	-6.0	0.4	-0.9	-0.2	3.3	-5.5	-4.8	-0.7	10.2
Cc1cc(C)c(S(=O)(=O)N2CCCOC2CNC(=O)C(=O)NCCC2=CCCCC2)c(C)c1 (stereo not given)	-6.1	2.9	1.2	1.6	-0.1	-23.3	-6.5	-1.2	5.2
Cc1cc(=O)oc2cc(OCC(=O)OCC(=O)N3CCC(C)CC3)ccc12	-5.9	3.7	6.0	5.0	-10.4	1.7	-0.2	-8.3	5.1
COc1ccc(Nc2nc(N)c([N+](=O)[O-])c(N3CCCC3)n2)cc1	-16.5	-1.5	-2.1	4.4	-10.9	-13.2	-8.4	-5.4	4.0
C=CCn1c(COc2ccc(F)cc2)nnc1SCC(=O)NC1CC1	-11.0	19.1	0.5	-0.2	-1.1	-1.2	-0.3	-24.1	7.4
Cn1c(CCN2CCCCC2)nc2cc(NS(=O)(=O)c3ccccc3)ccc21	-14.6	1.0	0.9	8.3	3.2	-10.6	2.3	22.2	-11.4
COc1ccc(C(=O)OCc2c(C)noc2C)cc1	-9.4	-0.3	-1.1	0.9	-7.0	-9.9	-4.8	-12.5	7.8
CC(CCc1ccccc1)NC(=O)COC(=O)c1ccc(S(C)(=O)=O)c([N+](=O)[O-])c1 (stereo not given)	1.3	1.4	0.3	6.0	19.6	18.3	-5.7	11.2	0.7
CC(C)C(=O)N1CCN(c2ccccc2NC(=O)c2cc([N+](=O)[O-])ccc2N2CCOCC2)CC1	-5.9	-1.0	-1.0	12.4	46.5	-16.2	-2.1	-5.3	1.8
